Compound activity deposited in PubChem BioAssay by several laboratories.
ER stress rescue: rescue of cells from ER stress-induced death, primary screen, 384-well, CSM14.1, thapsigargin, ATP luminescence (AID 1222); one-dose cellular ATP content (survival), % at 20 µM; EC50 in µM for titrated hits; CSM14.1 thapsigargin-induced death rescue, ATP luminescence; higher % means a stronger effect; 190,000 tested, under 10 active;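 active means EC50 below 50 µM in the dose-response confirmation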;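 further: death triggered by thapsigargin at about 15 µM added after 2 h compound pretreatment; cell ATP read after overnight thapsigargin exposure of roughly 18 to 22 hours; normalized against plate controls of thapsigargin alone and 5% DMSO vehicle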
Autophagy mod: autophagy modulators in MEF cells, primary screen, imaging, high-content, MEF GFP-LC3; hit rate 0.98% among 190,000; MEF GFP-LC3 puncta imaging; test concentration mostly 10 µM; AID 463193, 2010; calls only at 10 µM (by protocol);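 active means percentage of spot-positive cells more than 3 SD above its plate mean, without a fluorescence outlier flag or 80% toxicity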;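 further: spot-positive cell cutoff set from DMSO-treated cells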
T cell HTS: modulators of CD8 T cell-vesicle binding, primary screen, mouse 2C CD8+ T cells, flow cytometry | 2C CD8+ T cell-vesicle binding; stronger effect = lower value | calls only at 7 µM | hit rate 0.068% among 330,000;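 active means response, share of CD8 T cells binding vesicles, and their 90th percentile fluorescence all below set limits, cut at about 80% in these data, passing the limit was not always enough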
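Read-out – percent CD8+ FL2 mean versus row control · System – murine 2C transgenic CD8+ T lymphocytes · Times – 1.5 h cell–vesicle binding at 37 °C, then 20 min icy labelling · Control set – naked vesicles low, QL9 vesicles with vehicle high · Detection – cytometric PE anti-B7-1 and Alexa647 anti-CD8 signals after 1% paraformaldehyde fixation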
Dynein cargo inh: inhibitors of GR-EGFP nuclear translocation, primary screen, dynein cargo transport inhibitor project, imaging, high-content, 3617.4 mouse cells. test concentration mostly 20 µM; stimulated with dexamethasone, 1 µM; stronger effect = lower value. z-score, hits read low. hit rate 0.47% among 220,000;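 active means plate z-score of nuclear minus cytoplasmic receptor signal below a set negative limit, without overly bright fluorescence or cell loss, cut at about -3.5 in these data, passing the limit was not always enough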;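 further: z-score of nuclear minus cytoplasmic ring GR-EGFP intensity difference per well; some compounds called inactive have numbers as strong as hits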
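medium = tetracycline-free induction medium containing charcoal-stripped FBS | probe or stimulus = dexamethasone, 1.0 µM final | timing = 48 h induction, then 1 h compound, then 30 min agonist, 37 °C | detection = automated 10x imaging of fixed Hoechst-stained cells | read-out basis = nuclear versus cytoplasmic GR-EGFP signal, averaged per well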
Hep lipid drop: inhibitors of hepatocyte lipid droplet formation, primary screen, imaging, high-throughput imaging, BODIPY stain; AML12 mouse hepatocytes, oleate lipid droplets; hit rate 0.4% among 240,000; inhibition, % at 6.5 µM;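 active means lipid droplet intensity inhibited by at least 50%, with more than 500 cells counted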
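Assay system: AML12 hepatocytes (mouse); Probe or stimulus: oleic acid at 100 µM to induce lipid droplet formation; Dosing: compound at 6.5 µM only; Schedule: compound with oleate, overnight; Detection: fluorescence imaging, 20x objective, two fields per well; Measure: % inhibition of lipid droplet signal.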
PhoP inhibition: inhibitors of PhoP regulon expression, primary screen, Salmonella Typhimurium, GFP reporter (AID 1863). S. Typhimurium PhoP-regulated promoter GFP reporter, 4 h; higher % means a stronger effect. inhibition, % at 50 µM; hits with a dose series show IC50 in µM. hit rate 0.16% among 300,000;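 active means inhibition over 29.93%, a cutoff 3 SD above the screen mean, later confirmed by dose response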;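 further: 0% = low Mg2+ inducing control and 100% = high Mg2+ repressing control; strong numbers were not always called active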
b-catenin transl: modulators of beta-catenin nuclear translocation, primary screen, imaging, HeLa cells, immunofluorescence, high-content | nuclear translocation activity, % at 5 µM | hit rate 0.3% among 190,000;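 active means nuclear translocation activity above 50% at 5 µM, with a well cell count of 50 or more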;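 further: per-cell ratio of nuclear to cytoplasmic median beta-catenin stain intensity; plate controls were DMSO negative control for no effect and GSK-3 inhibitor IX positive control for full effect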
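System: Human HeLa cells, endogenous beta-catenin | Compound dosing: 5 µM primary, 0.02–20 µM confirmation | Timing: 24 h compound exposure at 37°C, 5% CO2 | Measured by: Fluorescence imaging of beta-catenin antibody stain plus DAPI | Read-out basis: % activation of per-cell nuclear versus cytoplasmic median beta-catenin signal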
Insulin prom up: insulin promoter activators in MIN6 cells, imaging, high-content screening, mouse beta cells | MIN6 insulin promoter-GFP reporter; stronger effect = higher value | z-score at 5 µM | hit rate 0.3% among 190,000;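 active means z-score above 3 at 5 µM with at least 500 cells counted in the well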
MT stabilize HCS: microtubule stabilizers in HeLa cells, primary screen, imaging, high-content imaging; % tubulin-high responders, % at 10 µM; hit rate 0.83% among 200,000; HeLa tubulin immunostaining HCS, 24 h; share of cells brighter than vehicle mean+2SD;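 active means plate Z-score above 3 for both tubulin-high and condensed-nucleus cell shares, with cell loss under 80%, at 10 µM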;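 further: anti alpha tubulin signal scored within the nucleus-defined area of each cell; some results filed as inactive read as strong as hits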
Dynein cargo inh cytoplasmic EGFP: also measured in Dynein cargo inh; calls as there; z-score; measured here: cytoplasmic GR-EGFP intensity; stronger effect = higher value
Dynein cargo inh nuclear GR-EGFP: also measured in Dynein cargo inh; calls as there; z-score; measured here: nuclear GR-EGFP intensity;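 lower value marks the stronger effect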
Dynein cargo inh cell count: second read-out of Dynein cargo inh, no call of its own (marks repeat the call); z-score; measured here: cell count per field
Insulin prom up cell count: also measured in Insulin prom up; calls as there; cell count; measured here: cytotoxicity, nuclei count;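 total cells summed across four imaged fields per well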
Hep lipid drop cells 6.5 µM: further read-out of Hep lipid drop, marked with its call; cell count; measured here: cell count, cytotoxicity flag;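 cells counted across two imaged fields per well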
b-catenin transl cell count 5 µM: second read-out of b-catenin transl, no call of its own (marks repeat the call); cell count; measured here: cell count, cytotoxicity flag
T cell HTS vesicle-bound %: second read-out of T cell HTS, no call of its own (marks repeat the call); double positive events, %; measured here: CD8+ vesicle-bound cell fraction;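 binding gate set so that unloaded-vesicle control wells show 10% double positive cells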
MT stabilize HCS Hoechst-high %: recorded beside MT stabilize HCS, whose call it bears; % Hoechst-high responders; measured here: nuclear condensation Hoechst responders;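 share of cells brighter than vehicle mean plus two SD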
MT stabilize HCS cytotoxicity %: second read-out of MT stabilize HCS, no call of its own (marks repeat the call); toxicity, %; measured here: cytotoxicity by cell density;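 0% = mean cell density of plate MIN control wells and 100% = no cells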
Autophagy mod cell loss 18 h: further read-out of Autophagy mod, marked with its call; toxicity, %; measured here: cell loss, nuclei count;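 cell loss after 18 h compound exposure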
* marks the source's active call; other numbers are inactive results; i = inactive; . = no result given. Random draw from the library, and some 3% of all compounds hit somewhere here.

The line under a structure holds: Hep lipid drop, b-catenin transl, MT stabilize HCS Hoechst-high %, b-catenin transl cell count 5 µM, Insulin prom up cell count, T cell HTS, Dynein cargo inh, Dynein cargo inh cell count, Hep lipid drop cells 6.5 µM, Autophagy mod, PhoP inhibition, Autophagy mod cell loss 18 h, Insulin prom up, Dynein cargo inh nuclear GR-EGFP, MT stabilize HCS cytotoxicity %, Dynein cargo inh cytoplasmic EGFP, ER stress rescue, T cell HTS vesicle-bound %, MT stabilize HCS
Cc1cccn2c(=O)c3cc(C(=O)NC(C)c4ccccc4)c(=N)n(CCCn4ccnc4)c3nc12 (stereo unspecified)
 : 1.2, -4.2, ., 1130, 1340, i, 0.744, -0.302, 726, ., 0.1%, ., -0.52, 0.43, ., -0.199, ., 30.2, .
O=C(N/N=C/c1ccccc1C(=O)O)c1ccccc1Br
 : -4.1, -3.0, 2.4, 1140, 1576, i, 1.29, -0.735, 660, i, -4.3%, -14.3, 0.26, 0.387, 1.5, 0.54, -0.7%, 36.1, 3.1
CC(C)(C)c1cc(=O)n(-c2ccccc2)[nH]1
 : 10.4, ., 3.0, ., 1054, i, -0.708, 0.996, 731, i, -9.9%, -3.7, 0.59, -0.649, 8.4, -0.335, -3.7%, 43.4, 3.3
CCCNC(=O)CSc1nccn1Cc1ccco1
 : 1.7, 2.6, 2.5, 997, 1579, i, 1.03, 0.129, 609, i, 3.7%, 20.6, 0.6, 0.951, 5.3, -0.357, -0.5%, 37.3, 3.3
COC(=O)/C(=C1/Oc2ccc(C)cc2S1)C(F)(F)F
 : 17.9, 0.4, 2.4, 888, ., i, -0.248, 0.721, 624, i, 2.6%, 0.4, ., -0.486, 2.3, -0.315, -2.4%, 33.3, 7.4
CCC(Sc1nc(C)cc(=O)[nH]1)C(=O)Nc1ccc(Cl)cn1 (stereo unspecified)
 : ., 1.5, 2.5, 1121, 989, i, -1.11, 1.03, ., i, 12.9%, 1.9, -0.56, -0.557, 0.6, -0.292, -0.5%, 29.3, 4.1
CN(c1ccccc1)S(=O)(=O)c1ccc(C(=O)Nc2nnc(C3CC3)s2)cc1
 : 3.1, 0.2, ., 1063, 1309, i, 0.31, 1.01, 736, ., -5.5%, ., 0.14, 0.0337, ., -0.202, ., 43.6, .
O=C(CSc1nnc(CNc2ccc(F)cc2)n1Cc1ccco1)N1CCCC1
 : ., -7.6, 2.3, 971, 967, i, -1, 0.185, ., i, -4.4%, -9.8, -0.98, -0.162, 7.7, -0.149, 1.5%, 16.2, 4.3
COCCn1c(-c2ccc(C)cc2)nc2oc3cc(OC)ccc3c(=O)c2c1=O
 : 3.8, -2.6, ., 1404, 1077, i, -1.04, 0.802, 735, ., -2.7%, ., 0.29, -0.466, ., -0.284, ., 15.4, .
COC(=O)c1ccc(-c2cc(C(=O)O)c3cc4c(cc3n2)OCCO4)cc1
 : ., 0.6, 4.2, 1363, 1325, i, -1.28, 0.332, ., i, 1.6%, -9.9, -0.56, -0.547, 9.1, -0.343, -1.5%, 18.2, 3.7
CC1(C)OC(=O)N(c2cccnc2)C1(C)O (stereo unspecified)
 : -3.9, 0.4, 2.2, 1007, 1800, i, 0.795, -0.252, 667, i, -9.1%, -2.3, 0.16, 0.838, 43.5, -0.253, -2.1%, 46.5, 1.8
CC(C)(C)OC(=O)C(C(=O)OC(C)(C)C)c1ccc(Cl)nn1
 : 13.9, 0.1, 1.3, 1550, ., i, -0.42, 0.578, 716, i, -8.6%, -16.1, ., 0.171, 10.3, -0.315, 1.2%, 22.7, 4.7
COc1cc(OC)c2ccc(=O)oc2c1C(CCN1CCCC(C)C1)c1ccc(N(C)C)cc1 (stereo unspecified)
 : -21.2, 7.1, ., 941, 1058, i, -0.344, 0.275, 747, ., 1.8%, ., 0.35, -0.0683, ., -0.664, ., 52.8, .
CCn1c(SCC(=O)N/N=C/c2ccccc2OCC(=O)O)nnc1-c1ccc(C)cc1
 : 3.9, -1.3, ., 1326, 1124, i, -0.203, -0.275, 730, ., -3.2%, ., 0.02, 0.554, ., -0.225, ., 33.0, .
COC(=O)c1[nH]c2ccc(C)cc2c1NC(=O)CCN1CCN(Cc2ccc3c(c2)OCO3)CC1
 : ., 2.6, 4.4, 1086, 674, i, 0.165, 0.707, ., i, -0.7%, 4.1, -3.87, 0.247, 11.5, -0.106, 1.0%, 8.8, 3.0
COc1ccccc1CNC(=O)CSc1ccc(-c2cccc([N+](=O)[O-])c2)nn1
 : 9.2, -1.7, 1.9, 1097, 1207, i, -0.942, 0.386, 684, i, 0.4%, 6.0, 0.37, 0.0555, 6.7, -0.208, 0.6%, 18.3, 2.6
O=C(CSc1cccc[n+]1[O-])c1ccc(Cl)s1
 : -4.3, -8.6, 2.8, 1227, 1474, i, -1.03, 0.545, 670, i, -1.0%, -4.5, -0.05, -0.533, 8.9, -0.301, -1.1%, 15.4, 2.8
O=S(=O)(Nc1nccs1)c1ccc(NCc2cc(Br)cc(Br)c2O)cc1
 : -0.1, -3.8, ., 1194, 1386, i, 0.191, 0.0841, 722, ., -4.5%, ., 0.35, 0.113, ., -0.2, ., 31.2, .
CCOC(=O)C1=C(C(F)(F)F)Nc2ncnn2C1c1cc(OC)ccc1OC (stereo unspecified)
 : -2.4, 2.3, 2.6, 426, 1157, i, -1.03, 1.79, 613, i, -7.1%, -0.9, 0.09, -0.857, 4.9, -0.309, 2.9%, 9.5, 4.8
COc1ccc(OC)c2c(C)cc(N3CCCN(C)CC3)nc12
 : ., -1.1, 3.1, 1163, 1297, i, 0.455, 0.655, ., i, -8.7%, 1.6, -0.39, 0.35, 1.8, -0.134, -2.9%, 6.0, 3.7
C=CCSc1nc(C)c(CC(=O)OCCCC)c(=O)[nH]1
 : ., -1.8, 1.4, 1129, 1088, i, -1.04, 2.26, ., i, -2.6%, 0.4, -0.12, 0.133, 5.9, -0.246, -0.5%, 17.1, 4.8
N#CC(c1ccc(F)cc1)c1ccc(C(=O)c2ccc(F)cc2)cc1 (stereo unspecified)
 : 3.8, ., 1.4, ., ., i, -0.0695, 0.184, 779, i, -1.7%, -2.1, ., 0.0456, 20.8, -0.0411, -0.1%, 13.7, 1.7
COc1ccc(C(=O)NCc2n[nH]c(=S)n2-c2ccccc2)cc1OC
 : 9.3, 4.4, 1.1, 994, ., i, -0.751, 0.167, 822, i, 6.6%, -10.6, ., -0.0763, 8.1, 0.074, -0.6%, 36.4, 0.8
Cc1sc2nc(C3CC3)nc(N3CCN(S(=O)(=O)c4ccc(F)cc4)CC3)c2c1C
 : ., 1.7, 1.6, 1138, 1283, i, -0.782, 0.568, ., i, -5.7%, -1.0, -0.8, -0.4, 1.5, -0.0812, 0.2%, 12.0, 1.8
COc1ccc(-n2c(NCCN(C)C)nc3sc4c(c3c2=O)CCCCC4)cc1
 : 2.5, ., 1.8, ., 883, i, -0.0254, 0.217, 789, i, -0.9%, -4.3, -0.22, 0.059, 8.9, -0.193, -1.5%, 44.9, 2.4
Cc1nc2oc3c(=O)[nH]cnc3c2c2c1COC(C)(C)C2
 : 44.4, -1.4, ., 1334, 1300, i, 1.42, -1.62, 738, ., -5.1%, ., -0.3, 1.17, ., -0.107, ., 27.3, .
O=C(CS(=O)(=O)c1ccc2ccccc2c1)N1CCCCCC1
 : -8.2, -1.3, 2.6, 1070, 1164, i, -1.08, 1.01, 768, i, 4.8%, -0.3, 0.61, -0.5, 5.9, -0.218, -1.6%, ., 3.3
Cc1ccc(C(=O)Nc2ccccc2C(=O)NCc2ccco2)cc1S(=O)(=O)N1CCCCC1
 : -26.6, 0.3, 2.5, 951, 721, i, 0.0641, 2.08, 686, i, -7.8%, 6.0, -3.27, 0.888, 13.6, 0.544, 1.3%, 38.2, 4.1
